OX1R antag: blocks the human orexin 1 receptor; O43613; OX1R-expressing cells, FRET antagonist read-out; inhibition, % at 6.6 µM; 330,000 tested, 1.8% active; in the data active = inhibition mostly above about 38%, no sharp cut-off; inactive = mostly below about 40%;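 note: 0% = agonist challenge alone and 100% = reference antagonist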
Target sequence (O43613 whole entry, looked up): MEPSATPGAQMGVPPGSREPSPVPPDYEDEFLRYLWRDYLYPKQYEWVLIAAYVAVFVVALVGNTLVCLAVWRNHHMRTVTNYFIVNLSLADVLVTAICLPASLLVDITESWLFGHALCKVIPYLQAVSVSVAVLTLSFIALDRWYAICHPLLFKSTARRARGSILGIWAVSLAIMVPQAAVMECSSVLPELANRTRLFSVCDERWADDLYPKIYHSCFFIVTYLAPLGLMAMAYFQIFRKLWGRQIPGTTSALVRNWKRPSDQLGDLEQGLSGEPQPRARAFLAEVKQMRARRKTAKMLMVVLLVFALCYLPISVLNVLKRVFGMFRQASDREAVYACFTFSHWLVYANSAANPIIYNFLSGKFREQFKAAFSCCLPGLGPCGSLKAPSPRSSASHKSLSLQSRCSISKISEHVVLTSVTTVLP
STK33 kinase inh: human STK33 kinase inhibition; Q9BYT3; purified STK33, MBP phosphorylation, ADP-Glo luminescence; inhibition, % at 10 µM; 320,000 tested, 0.073% active;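 active = inhibition at or above 25%, using the most active replicate where run in duplicate; inactive = inhibition below 25%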
Target sequence (Q9BYT3 whole entry, looked up): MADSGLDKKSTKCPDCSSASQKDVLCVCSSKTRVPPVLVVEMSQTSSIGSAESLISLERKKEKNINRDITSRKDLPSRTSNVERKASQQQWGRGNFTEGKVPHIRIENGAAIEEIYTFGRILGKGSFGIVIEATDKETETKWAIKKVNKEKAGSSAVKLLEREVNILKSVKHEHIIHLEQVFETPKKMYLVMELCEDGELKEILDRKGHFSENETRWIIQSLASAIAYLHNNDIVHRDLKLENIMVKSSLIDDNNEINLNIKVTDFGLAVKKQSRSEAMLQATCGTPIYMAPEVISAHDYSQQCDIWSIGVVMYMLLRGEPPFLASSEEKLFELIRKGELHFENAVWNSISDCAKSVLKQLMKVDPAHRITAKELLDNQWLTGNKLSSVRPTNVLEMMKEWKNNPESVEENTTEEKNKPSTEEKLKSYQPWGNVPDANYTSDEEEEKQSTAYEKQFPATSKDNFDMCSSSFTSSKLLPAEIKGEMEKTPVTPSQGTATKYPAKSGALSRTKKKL
* marks the source's active call; other numbers are inactive results; nt = no result given.

SMILES	OX1R antag	STK33 kinase inh
CCC(C)(C)NC(=O)C1CCCN(S(=O)(=O)c2ccc3c(c2)CC(C)N3C(=O)C2CC2)C1 (stereo unspecified)	18	0.2
CCc1cccc(CC)c1NC(=O)CN1CCc2cc(OC)c(OC)cc2C1	17	-1.1
COc1ccc(CCC(=O)N2CCCc3ccccc32)cc1	4	0.8
CCN1C(=O)c2cccc3c(S(=O)(=O)NC(Cc4ccccc4)C(=O)O)ccc1c23 (stereo unspecified)	22	-0.7
O=C(Cn1c(=O)sc2ccccc21)Nc1ccc(S(=O)(=O)N2CCCC2)cc1	6	-0.9
Cc1nn(C)cc1NC(=O)c1ccc(Br)o1	3	1.0
CCN(CC)S(=O)(=O)c1ccc(S(=O)(=O)N(Cc2ccccn2)Cc2ccco2)cc1	13	-0.3
O=C1CC(N2CCN(C(c3ccccc3)c3ccccc3)CC2)C(=O)N1 (stereo unspecified)	1	0.8
CCCCN(CCCC)NC(=O)c1ccccc1	15	-1.4
COc1ccc(NC(=O)c2cc3n(n2)C(C(F)(F)F)CC(c2ccc(OC)cc2)N3)cc1 (stereo unspecified)	0	-1.4
Cc1cc(C(C)(C)C)cc(C)c1C(=O)O	-1	-3.0
CCOc1cc(C(=S)N2CCCC2)ccc1OC	0	-0.5
COc1cccc(CN2CCN(c3nc4nonc4nc3N3CCCCC3)CC2=O)c1	13	0.6
COc1ccc(/C=C(\NC(=O)c2ccc(Cl)cc2)C(=O)NCC2CCCO2)cc1OC (stereo unspecified)	14	0.1
COC(=O)CNC(=O)C(Cc1ccccc1)NS(=O)(=O)c1ccc2c(c1)c(=O)n(C)c(=O)n2C (stereo unspecified)	14	-1.0
COc1ccccc1CN1CCC(CNS(=O)(=O)c2cc(-c3cc(C)no3)ccc2C)CC1	11	0.6
CCN(C(=O)COc1ncnc2ccccc12)C1CCCCC1	1	-1.5
COc1cc(C(=O)O/N=C(\N)c2ccncc2)cc(OC)c1OC	12	0.0
CC1=CC(C)C2(CO)COC(c3cccnc3)C1C2C (stereo unspecified)	13	0.4
CC1Sc2ccc(S(=O)(=O)N3CCC(C(=O)NCc4ccco4)CC3)cc2NC1=O (stereo unspecified)	2	-0.7
O=C(COC(=O)CC12CC3CC(CC(C3)C1)C2)Nc1ncc(Cl)cc1Cl	3	-0.8
Cc1ccc(C(=O)c2ccc([N+](=O)[O-])cc2)cc1	24	1.4
Cc1ccc(Nc2c([N+](=O)[O-])c(=O)n(C)c3ccccc23)cc1	13	0.2
CC(Sc1ncccn1)C(=O)NC1CCCC1 (stereo unspecified)	6	0.2
CC(OC(=O)c1ccccc1NS(=O)(=O)c1cccc(C(F)(F)F)c1)C(=O)N(C)Cc1ccccc1 (stereo unspecified)	35	-0.6
COc1nn(-c2ccccc2)c(=O)c(Cl)c1Cl	17	-0.4
Cc1ccc(CNC(=O)Cc2ccc(-n3cccc3)cc2)cc1	10	-1.8
CCOc1ccc(-c2c(C(=O)N/N=C/C3CCCCC3)nnn2-c2nonc2N)cc1	16	-0.2
CCOc1ccc(OCc2cccc(C(=O)Nc3ccc(CN4CCCCC4)cc3)c2)cc1	3	-0.8
C=CCNC(=O)CC12CC3CC(C1)CC(CC(=O)NCC=C)(C3)C2	-3	-1.9
O=C(Cn1nnc(-c2ccc(Cl)cc2)n1)NCCC1=CCCCC1	-1	-4.0
COc1ccc(S(=O)(=O)n2nc(OC(=O)c3ccncc3)cc2N)cc1	20	-0.2
COc1cc(NC(=O)Cn2c([N+](=O)[O-])cnc2C)c(OC)cc1Cl	-4	0.3
CC1=C(Cl)C2=NS(=O)(=O)CCN2C=C1Cl	7	-0.8
Cc1cccc(NC(=O)c2ccc(COc3ccccc3)o2)n1	7	-0.8
O=C(Nc1cccc([N+](=O)[O-])c1)N1CCCc2ccccc21	nt	2.2
CCOC(=O)C1(Cc2ccccc2C(F)(F)F)CCN(C(C)CCn2cccn2)CC1 (stereo unspecified)	12	0.5
O=C1CCC(C(=O)Nc2nnc(C3CC3)s2)=NN1	5	0.3
Oc1ccc(-c2csc(-c3ccccc3)n2)cc1O	14	2.7
CCc1nnc(NC(=O)c2ccc(S(C)(=O)=O)cc2)s1	9	-1.7
O=C(N/N=C/c1ccc(-c2cccc([N+](=O)[O-])c2)o1)[C@H]1C[C@@H]1c1ccccc1	18	-1.2
COc1ccc(N2CCN(C(=O)C3=NNC(=O)CC3)CC2)cc1	15	-0.1
COc1ccc(-n2c(=O)cc(N3CCOCC3)[nH]c2=O)cc1	2	-0.6
Cc1cnc(C(=O)N2CCCC(C(=O)c3cccc(OC(C)C)c3)C2)cn1 (stereo unspecified)	21	-0.2
Cc1ccccc1C1C(C#N)=C2N=C(N)c3c(sc4c3CCCCC4)N2C2=C1C(=O)CC(C)(C)C2 (stereo unspecified)	19	-0.1
CCCCn1c(N)c(N(CC(C)C)C(=O)C2CC(=O)N(c3ccc(C)cc3)C2)c(=O)[nH]c1=O (stereo unspecified)	11	1.2
Cc1ccc(S(=O)(=O)/N=C(/Nc2ccccn2)c2ccc(Cl)cc2)cc1	31	0.9
COc1ccc(C(=O)OCC(=O)NCc2ccccc2)c(OC)c1OC	20	-0.4
COCCN(C(=O)c1ccc(-c2ccc(Cl)cc2)o1)c1c(N)n(Cc2ccccc2)c(=O)[nH]c1=O	31	-0.2
Cc1ccc(NC(=O)Cn2ccsc2=N)cc1S(=O)(=O)N(C)C	15	-0.8

More results follow:
SMILES	OX1R antag	STK33 kinase inh
NC(=O)COC(=O)CNC(=O)c1sc2ccccc2c1Cl	4	-1.3
CSc1nnc(-c2cccn(Cc3ccccc3)c2=O)o1	27	-0.1
COc1ccc(/C=N/NC(=O)c2ccncc2)c(OC)c1	2	-0.8
CCN1C(=O)C(O)(CC(=O)c2ccc(-n3cccc3)cc2)c2ccccc21 (stereo unspecified)	15	-2.4
NS(=O)(=O)c1cc2c(cc1Cl)NC(CSCc1ccccc1)=NS2(=O)=O	10	-2.0
CCOC(=O)N1CCN(c2cc3[nH]c(=S)[nH]c3cc2F)CC1	1	-1.4
CC1C(=O)Nc2ccc(S(=O)(=O)N3CCc4ccccc4C3)cc2NC1=O (stereo unspecified)	-2	0.6
O=C(O)CCn1c(SCCOc2ccccc2)nc2ccccc21	87*	6.9
CC1(C)CC(=O)C2=C(C1)N(Cc1cccnc1)C(=O)C2(NC(=O)c1ccc(F)cc1)C(F)(F)F (stereo unspecified)	11	-1.1
O=c1cc(N2CCCCC2)c(-c2ccccc2)nn1Cc1c(Cl)cccc1Cl	50	-0.8

Brought forward from above: 7 compounds; new compounds follow.
SMILES	OX1R antag	STK33 kinase inh
CCN1C(=O)C(O)(CC(=O)c2ccc(-n3cccc3)cc2)c2ccccc21 (stereo unspecified)	15	-2.4
NS(=O)(=O)c1cc2c(cc1Cl)NC(CSCc1ccccc1)=NS2(=O)=O	10	-2.0
CCOC(=O)N1CCN(c2cc3[nH]c(=S)[nH]c3cc2F)CC1	1	-1.4
CC1C(=O)Nc2ccc(S(=O)(=O)N3CCc4ccccc4C3)cc2NC1=O (stereo unspecified)	-2	0.6
O=C(O)CCn1c(SCCOc2ccccc2)nc2ccccc21	87*	6.9
CC1(C)CC(=O)C2=C(C1)N(Cc1cccnc1)C(=O)C2(NC(=O)c1ccc(F)cc1)C(F)(F)F (stereo unspecified)	11	-1.1
O=c1cc(N2CCCCC2)c(-c2ccccc2)nn1Cc1c(Cl)cccc1Cl	50	-0.8
CCn1cc(C2=NC(C)CO2)c2ccccc21 (stereo unspecified)	19	-1.7
Cc1nccn1CC(O)COc1ccc([N+](=O)[O-])cc1 (stereo unspecified)	5	-0.9
Cc1ccc(S(=O)(=O)NC(CC(C)C)C(=O)N2CCCC2)cc1 (stereo unspecified)	30	-1.3
CC(C)N1CCN(CC#Cc2ccccc2)CC1CCO (stereo unspecified)	5	-0.5
O=C(COc1ccc2c(c1)C(=O)CC1(CCCCC1)O2)NCc1ccccn1	0	20
O=C1CC(c2ccco2)CC(O)=C1C=Nc1cc(Cl)ccc1O (stereo unspecified)	22	-1.3
COCCNC(=O)C1Cc2c(ccc3ccccc23)O1 (stereo unspecified)	9	0.4
COc1ccccc1C(=O)Nc1ccnn1C1CCN(C(=O)C2CCOC2)CC1 (stereo unspecified)	4	-2.0
NC(=S)N=Nc1c(O)[nH]c2c(Br)cc(Br)cc12	34	-0.9
O=C(CSc1nnc(-c2cccs2)n1Cc1ccccc1)N1CCc2ccccc2C1	30	0.4
CC(C)n1c(-c2cccnc2)nc2cnccc21	9	0.2
Cc1cccc(NC(=O)COC(=O)c2ccc([N+](=O)[O-])o2)c1C	65	-0.1
CC1CC(C)CN(C(=O)C2CC(=O)N(c3ccc(F)cc3)C2)C1 (stereo unspecified)	8	0.8
Cc1nc(C)c(C(=O)C2=C(O)C(=O)N(CCN3CCOCC3)C2c2cccs2)s1 (stereo unspecified)	14	-0.8
c1csc(CNc2nc(-c3cccs3)nc3ccccc23)c1	9	0.5
Cc1cc2ncn(C(=O)c3c(-c4ccccc4Cl)noc3C)c2cc1C	18	0.8
Cc1ccc(S(=O)(=O)N2CCCCC2)cc1NC(=O)c1ccccc1Cl	8	-0.6
Fc1ccccc1Cc1ccc(Cl)nn1	13	0.6
CC(=O)N[C@@H](C)C(=O)N1CCC(n2nccc2NC(=O)CCCc2ccccc2)CC1	21	-0.7
COc1ccc(CCNC(=O)c2cc(COc3c(F)cccc3F)on2)c(OC)c1	26	-1.1
Cc1cc(C(=O)NCC(=O)OCC(=O)N2CCCCCC2)ccc1[N+](=O)[O-]	11	-1.3
COc1ccc(Cl)cc1NC(=O)CN(C)C(=O)c1cc(C)oc1C	4	-0.4
O=C(O)Cc1c[nH]c2ccccc12	3	-0.3
CC1CCCCC1NC(=O)CSc1nnc(COc2ccccc2Cl)o1 (stereo unspecified)	4	0.7
NC(=O)c1cc([N+](=O)[O-])ccc1NCc1cccnc1	25	-0.2
O=C(CCN1C(=O)C2CCCCC2C1=O)N1CCN(S(=O)(=O)c2ccccc2)CC1 (stereo unspecified)	11	-1.3
CCc1ccc(CN2CCC(N3CCC(C(=O)N4CCCC4)CC3)CC2)o1	-2	0.1
O=C(Nc1ccccc1)Nc1ccccc1C(=O)NCc1ccco1	15	-0.2
O=C(COC(=O)c1cc(S(=O)(=O)NCc2ccccc2)ccc1O)NCc1ccccc1	43	-2.1
CCn1cc(CCCC(=O)NCc2ccccc2OC)c2ccccc21	nt	-1.2

Looked up above:
CC1CC(C)CN(C(=O)C2CC(=O)N(c3ccc(F)cc3)C2)C1 (stereo unspecified) – STK33 kinase inh = 0.8
Cc1nc(C)c(C(=O)C2=C(O)C(=O)N(CCN3CCOCC3)C2c2cccs2)s1 (stereo unspecified) – STK33 kinase inh = -0.8
CCc1nnc(NC(=O)c2ccc(S(C)(=O)=O)cc2)s1 – OX1R antag = 9
Cc1cccc(NC(=O)COC(=O)c2ccc([N+](=O)[O-])o2)c1C – OX1R antag = 65

Marked active in OX1R antag, among the entries above:
SMILES	OX1R antag	STK33 kinase inh
O=C(O)CCn1c(SCCOc2ccccc2)nc2ccccc21	87*	6.9

Going on with the list.
SMILES	OX1R antag	STK33 kinase inh
COc1ccc(CN(Cc2ccc(OC)cc2)S(=O)(=O)c2ccc(-n3cnnn3)c(C)c2)cc1	5	-2.1
Cc1cc(C(=O)N2CCCC(N3CCN(c4cccc(Cl)c4)CC3)C2)nn1C (stereo unspecified)	20	-1.9
O=C(N/N=C/c1ccc(OC(F)F)cc1OC(F)F)c1cccc(S(=O)(=O)N2CCOCC2)c1	11	-1.1
COc1ccc2oc(C(=O)Nc3ccc(N4CCOCC4)cc3)c(C)c2c1	28	0.2
CC(OC(=O)c1cccnc1Cl)C(=O)Nc1ccc2c(c1)OCCO2 (stereo unspecified)	9	-1.3
CC1(NC(=S)Nc2ccc3ccccc3c2)CCS(=O)(=O)C1 (stereo unspecified)	47	0.7
O=C(NCCc1ccc(F)cc1)c1ccc2c(=O)n3c(nc2c1)CCC3	19	0.0
CCOc1ccc(N(CC(=O)Nc2ccccc2C(=O)NCc2ccco2)S(C)(=O)=O)cc1	12	0.2
CC(C)N1CCC(N2CCN(C/C=C/c3ccccc3)CC2CCO)CC1 (stereo unspecified)	6	-0.5
Cc1ccc(C)c(CN2CCCN(C(=O)Cn3ncc4c3-c3ccccc3OC4)C2)c1	56*	0.3
COc1ccc(C(=O)Nc2ccccc2C(=O)N(Cc2ccco2)C(C(N)=O)C(C)C)cc1 (stereo unspecified)	6	0.0
CS(=O)(=O)NCCNC(=O)c1cc(OCC(F)(F)F)ccc1OCC(F)(F)F	8	0.9
CC(=O)c1ccc(S(=O)(=O)N(C)CCCC(=O)N2CCN(c3ncccn3)CC2)cc1	10	-0.3
Cc1cc(C(=O)COC(=O)c2cccs2)c(C)n1-c1c(C)n(C)n(-c2ccccc2)c1=O	6	-1.8
CCN(CC)CC(=O)N1c2ccccc2Sc2ccc(Cl)cc21	6	-2.4
COCCN(CCOC)C(=S)Nc1ccccc1	8	-1.3
CC(=O)N1C=CN(C(C)=O)C(c2cn(C)c3ccccc23)C1c1cn(C)c2ccccc12 (stereo unspecified)	19	-1.0
COc1cc(NC(=O)CN2c3ccccc3CC2C)cc(OC)c1OC (stereo unspecified)	30	-1.0
N#CC1=C2SCN(c3ccccc3)CN2C(=O)CC1c1cccs1 (stereo unspecified)	7	2.0
COc1cc(C2NC(=S)NC(C)=C2C(=O)Nc2ccc(C)cc2)ccc1O (stereo unspecified)	14	0.6
Cc1cc2c(=O)n(Cc3ccco3)c(SCC(=O)N3CCCc4ccccc43)nc2s1	22	-2.5
COc1ccc(C(=O)/C=C/c2ccc(OC)c(COc3ccccc3F)c2)cc1	19	0.8
CCOc1cc2[nH]c(=S)n(Cc3ccc(C(=O)NCCCOC)cc3)c(=O)c2cc1OCC	12	-0.1
CC1CCc2c(sc(NC(=O)CCc3nc4ccccc4c(=O)[nH]3)c2C#N)C1 (stereo unspecified)	9	0.0

High-throughput results from PubChem.
